CF NFkB inh: inhibitors of PAF-induced NF-kB signaling, primary screen, cell-based, GFP fluorescence, uHTS. KKLEB NF-kB-GFP reporter, GFP fluorescence overnight. AID 588850, 2011. actives 0.86% (n = 360,000). inhibition, % at 5 µM;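 active = at least 50% inhibition at 5 µM, scaled per plate between neutral and stimulator controls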;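 note: PAF is a Pseudomonas aeruginosa culture filtrate used as stimulus; plate controls were PAF-stimulated DMSO wells for no effect and unstimulated DMSO wells for full effect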
NR2E3 ag-1: NR2E3 agonists in two-hybrid cells, primary screen, cell-based, luminescence, CHO-S, Gal4-NCOR/VP16-NR2E3; actives 0.35% (n = 360,000); AID 602229, 2012; inhibition of corepressor binding, % at 3.98 µM; luciferase;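 active = inhibition above the mean of all tested compounds plus 3 SD, cut at about 70% in these data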;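 note: 0% = DMSO with NR2E3 transfected cells and 100% = cells lacking NR2E3 construct; higher means lower luciferase signal from less NR2E3 corepressor binding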
Target sequence (Q9Y5X4 whole entry, looked up, the tested form may be a part): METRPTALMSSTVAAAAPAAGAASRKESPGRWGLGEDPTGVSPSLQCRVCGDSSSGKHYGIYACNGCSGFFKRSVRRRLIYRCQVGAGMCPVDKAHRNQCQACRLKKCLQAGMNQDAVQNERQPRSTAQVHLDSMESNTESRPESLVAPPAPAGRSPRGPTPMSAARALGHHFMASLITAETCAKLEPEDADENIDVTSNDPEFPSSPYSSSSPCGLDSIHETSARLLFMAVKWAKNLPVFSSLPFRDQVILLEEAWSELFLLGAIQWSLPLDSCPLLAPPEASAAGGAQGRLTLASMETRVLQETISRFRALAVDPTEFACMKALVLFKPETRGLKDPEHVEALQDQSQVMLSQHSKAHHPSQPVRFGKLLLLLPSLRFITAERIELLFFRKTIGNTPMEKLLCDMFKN
KKLEB cytotox: cytotoxicity in KKLEB CF airway cells, primary screen, cytotoxicity control for CF NF-kB inhibitor project, cell-based, uHTS, fluorescence assay plates | KKLEB CF airway cells viability, ATPlite luminescence, overnight; active compounds read low; cells stimulated with P. aeruginosa culture filtrate | activity change (cytotoxicity), % at 5 µM | actives 0.36% (n = 360,000) | AID 602141, 2011;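 active = corrected activity change at or below -50% at 5 µM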
iPSC survival up: enhancers of single-cell hiPSC survival, primary screen, ATPlite luminescence; actives 0.044% (n = 360,000); AID 602274, 2012; 100% = ROCK inhibitor wells, 0% = DMSO; survival enhancement, % at 20 µM; in the data active = survival enhancement above about 18%;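 note: cells exposed to compounds for 16 hours before the ATP read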
TRPM1 prom inh: inhibitors of MITF-dependent TRPM1 promoter reporter, primary screen, cell-based, SK-MEL-5, single point, luciferase. AID 488899, 2010. actives 0.83% (n = 330,000). SK-MEL-5 TRPM1 promoter luciferase, 24 h. inhibition, % at 12.5 µM;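 active = mean inhibition across replicates of 60% or more, whatever share of single replicates reaches that level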; note: values of inactives mirror those of a sister screen read the other way
aDG glyco act: activators of alpha-DG glycosylation, primary screen, uHTS, Pro5-aDG cells, AlphaScreen; alpha-DG glycosylation AlphaScreen (IIH6); 0% Pro5, 100% B10-LARGE cell signal; activation, % at 10 µM; actives 0.22% (n = 360,000); AID 624168, 2012;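 active = activation of at least 8% versus controls, or a plate z-score of at least 8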;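 note: Pro5 are CHO cells carrying HIG-tagged alpha-DG that lacks glycosylation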
TWEAK-Fn14 inh: inhibitors of TWEAK-Fn14 signaling, primary screen, luciferase reporter cells, uHTS | TWEAK-stimulated Fn14 reporter cells, luciferase luminescence, 8 h | inhibition, % at 10 µM | actives 2% (n = 360,000) | AID 1159606, 2016; in the data active = inhibition above about 50%
Shn3 3UTR inh: reduction of Shn3 3'UTR firefly luciferase signal, primary screen, Schnurri-3 inhibitor project, cell-based, Clone20 osteoblasts, set 2; Clone20 osteoblast Shn3 3'UTR firefly luciferase, 24 h; inhibition, % at 12.5 µM; actives 0.52% (n = 360,000); AID 588674, 2011;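 active = mean inhibition of at least 75% with every replicate also reaching 75%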;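 note: 0% = median of neutral control wells and 100% = pilot-screen positive control compound; some compounds past the cut are filed as inactive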
HIF-2a block: HIF-2a reporter inhibitors, primary screen, luminescence, 786-0 RCC cells; 786-0 RCC cells HIF-2a reporter, luciferase luminescence, overnight; AID 624352, 2012; inhibition, % at 18.8 µM; actives 0.72% (n = 360,000);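 active = inhibition of the luminescence signal of 40% or more relative to plate controls, in a single-dose primary screen at 18.75 µM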
Peg3 prom inh: Peg3 promoter-driven luciferase inhibitors, primary screen, cell-based, HeLa, luciferase luminescence; HeLa PEG-Prom luciferase reporter, overnight; inhibition, % at 20 µM; actives 1.7% (n = 360,000);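 active = inhibition of at least 50% at 20 µM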
NR2E3 ag-2: inhibitors of NR2E3-RetCOR corepressor binding, primary screen, NR2E3 agonist project, biochemical, TR-FRET, GST-NR2E3, biotin-RetCOR. inhibition of corepressor binding, % at 4.78 µM. Photoreceptor-specific nuclear receptor (Homo sapiens), Q9Y5X4. actives 0.12% (n = 320,000). AID 2300, 2010. 1536-well;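 active = percent inhibition above the cutoff of mean plus 3 SD of all tested compounds, set per screening campaign, cut at about 20% in these data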;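 note: 0% = DMSO wells and 100% = biotin wells as full block of FRET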
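System: GST-tagged NR2E3 plus biotinylated RetCOR corepressor; Amount: 1.35 nM GST-tagged NR2E3 final; Dosing: single nominal compound dose of 4.8 µM; Schedule: 5 h incubation at 4 °C; Technique: TR-FRET with europium anti-GST and streptavidin-D2, 340 nm excitation; Controls: biotin wells as high control, 0.6% DMSO wells as low control.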
* marks the source's active call; other numbers are inactive results; / = no result given. This is a random part of the collection. Share with any hit: about 4.4%.

Every second line gives: CF NFkB inh	NR2E3 ag-1	KKLEB cytotox	iPSC survival up	TRPM1 prom inh	aDG glyco act	TWEAK-Fn14 inh	Shn3 3UTR inh	HIF-2a block	Peg3 prom inh	NR2E3 ag-2
CC(C)CNS(=O)(=O)c1ccc(NC(=O)Cn2nc(-c3ccc(F)cc3)ccc2=O)cc1
    -3	-7	8	-0.2	4	-0.1	1	1	34	16	-5
O=C(Cn1c2ccccc2c2nc3n(c(=O)c21)CCCS3)Nc1ccccc1
    5	-5	-10	-0.5	19	0.3	-31	24	-4	8	2
C/C(CC(=O)Nc1ccc2c(c1)OCCO2)=N\NC(=O)c1ccc([N+](=O)[O-])cc1Cl
    0	-22	4	0.5	-9	0.0	12	-18	-16	-25	4
Cc1cccc(C(=O)NNC(=O)c2cccc([N+](=O)[O-])c2)c1
    0	-11	11	0.7	-14	0.1	-2	-1	-11	0	-2
CN(C)c1ccc(/C=N/NC(N)=S)cc1[N+](=O)[O-]
    -14	2	7	-0.2	5	0.2	-15	-7	-28	21	-6
Cc1ccc(-c2ccc(=O)n(CC(=O)NCCN(CC(C)C)CC(C)C)n2)cc1
    9	17	-2	-0.7	8	0.2	-23	14	-3	-13	1
CC1(C)CC(=O)C2=C(C1)Nc1ccccc1NC2c1nc2ccccc2[nH]1 (stereo not given)
    -15	-17	-2	-2.4	/	0.0	7	-14	-58	10	0
O=C(COC(=O)CNC(=O)c1ccc(Br)o1)Nc1ccc2c(c1)OCCO2
    5	-10	-7	-1.3	0	0.1	11	-50	-1	-12	0
O=C1N/C(=C\c2ccsc2)C(=O)N1Cc1ccc(F)cc1
    -13	-26	-3	-2.2	9	0.2	8	-6	20	7	7
CCc1cc2c(SCC(=O)NC(=O)c3cccn3C)ncnc2s1
    -14	-16	7	-1.6	-3	0.6	-117	8	2	10	6
Cc1ccc(-n2nc(C)cc2N)c(C)c1
    11	-2	-6	-1.1	12	-0.2	-10	8	11	10	-2
Cc1nc([N+](=O)[O-])c(Br)n1CC(=O)c1ccccc1
    31	-3	-8	-0.5	-3	-0.1	37	9	31	11	3
CN(C(=O)COC(=O)c1c[nH]c2ccccc12)c1ccccc1
    -19	15	-2	3.7	/	-0.1	-7	-11	-38	-45	/
COc1ccc(NC(=O)CN(C)C(=O)c2c(C)nn(Cc3ccccc3)c2C)cc1
    -18	-18	-3	-0.3	9	0.0	2	-6	-2	3	6
CCOc1ccc(CNC(=O)C(CC)n2nc(C)n3c(cc4occc43)c2=O)cc1OC (stereo not given)
    15	12	-5	2.0	12	-0.2	10	9	6	6	1
COc1cccc(CNC(=O)Cc2ccc(-n3c(=O)[nH]c4ccccc4c3=O)cc2)c1
    16	-19	3	3.0	3	-0.1	9	11	5	23	0
O=C(Nc1cccc(NC(=O)c2ccccc2)n1)c1ccccc1
    -1	-54	1	-0.5	4	0.1	-9	0	-79	-51	0
C[C@H]1COC(=O)[C@@H](Cc2ccc(F)cc2)CC/C=C/C[C@H](CC(=O)N(CCO)Cc2ccccc2)C(=O)N1
    -8	-10	16	1.9	-1	-0.1	-4	17	13	-10	/
Cc1cc(C)c2c(n1)nn1c(NCCCN3CCOCC3)cc(C)nc21
    9	18	-8	-1.1	-2	-0.1	2	-11	2	-7	/
CCN(C(=O)CCNC(=O)Cn1cnc2ccccc2c1=O)c1cccc(Cl)c1
    1	-11	-1	0.5	-5	0.1	3	7	12	11	0

Fetched by compound from above (6):
Every second line gives: CF NFkB inh	NR2E3 ag-1	KKLEB cytotox	iPSC survival up	TRPM1 prom inh	aDG glyco act	TWEAK-Fn14 inh	Shn3 3UTR inh	HIF-2a block	Peg3 prom inh	NR2E3 ag-2
COc1ccc(NC(=O)CN(C)C(=O)c2c(C)nn(Cc3ccccc3)c2C)cc1
    -18	-18	-3	-0.3	9	0.0	2	-6	-2	3	6
O=C(Nc1cccc(NC(=O)c2ccccc2)n1)c1ccccc1
    -1	-54	1	-0.5	4	0.1	-9	0	-79	-51	0
CCc1cc2c(SCC(=O)NC(=O)c3cccn3C)ncnc2s1
    -14	-16	7	-1.6	-3	0.6	-117	8	2	10	6
C[C@H]1COC(=O)[C@@H](Cc2ccc(F)cc2)CC/C=C/C[C@H](CC(=O)N(CCO)Cc2ccccc2)C(=O)N1
    -8	-10	16	1.9	-1	-0.1	-4	17	13	-10	/
Cc1cccc(C(=O)NNC(=O)c2cccc([N+](=O)[O-])c2)c1
    0	-11	11	0.7	-14	0.1	-2	-1	-11	0	-2
Cc1ccc(-c2ccc(=O)n(CC(=O)NCCN(CC(C)C)CC(C)C)n2)cc1
    9	17	-2	-0.7	8	0.2	-23	14	-3	-13	1

The results go on.
smiles	CF NFkB inh	NR2E3 ag-1	KKLEB cytotox	iPSC survival up	TRPM1 prom inh	aDG glyco act	TWEAK-Fn14 inh	Shn3 3UTR inh	HIF-2a block	Peg3 prom inh	NR2E3 ag-2
CCC(=O)N(CC)c1nc(-c2cc(OC)ccc2OC)cs1	1	4	-4	-0.7	-15	-0.1	-42	14	-48	-10	3
Cc1sc(N/N=C/c2cccs2)nc1-c1ccccc1	-18	-71	0	0.4	-15	0.0	-14	-46	-236	-217	-3
Cc1ccc(-c2cc(=O)c3ccc(F)cc3[nH]2)cc1	-1	-15	-8	5.4	0	0.0	14	-48	-71	-64	3
COc1ccc(OC)c(NC(=O)CSc2nnc(C)n2Cc2ccccc2)c1	-12	16	2	-0.7	18	-0.1	9	14	7	12	2
Cc1cc(C(=O)NC(C)C)on1	1	-18	10	-2.1	-5	-0.1	8	-3	13	12	2
O=C(N=Nc1c(O)n(C2OC(=O)c3ccccc32)c2ccccc12)c1ccc(O)cc1 (stereo not given)	-2	-3	3	-1.9	2	0.1	-32	-18	-27	-174	4
CC(=O)Nc1cccc(C(=O)OCc2ccccc2)c1	-9	-32	-5	0.0	-31	-0.1	-9	-22	-109	-77	-3
O=C1C2C3c4ccccc4C(c4ccccc43)C2C(=O)N1Cc1ccccn1 (stereo not given)	-2	-18	2	-0.4	-10	0.2	-7	17	11	2	-2
COc1cccc(C(=O)NCCS(=O)(=O)N(C)Cc2ccccc2)c1	-1	-14	-3	-0.3	-10	0.1	-3	-6	9	10	-2
CC(C)(C)NC(=S)NCc1ccncc1	29	2	0	4.4	12	0.1	11	-2	14	11	2
O=c1c(Cl)c(Cl)cnn1-c1ccccc1	97*	11	-81*	-5.7	88*	-0.1	91*	2	94*	115*	/
COc1ccccc1NC(=S)NC(NC(=O)C(C)C)C(Cl)(Cl)Cl (stereo not given)	2	-13	0	-1.3	-7	2.0	8	23	19	4	-2
COc1ccc(Oc2c(Cl)cnn(-c3ccc(C)cc3)c2=O)cc1	-4	-7	0	-6.1	3	0.4	5	16	-5	7	4
O=C(Cn1cc(C(F)(F)F)cc(Cl)c1=O)Nc1cc(Cl)cc(Cl)c1	1	8	4	-0.4	-1	0.1	-20	1	9	6	2
Cc1cnc(C)c(N2CCC(C(=O)NCc3ccco3)CC2)n1	-3	10	-5	0.9	4	0.1	15	4	7	29	-4
CN1OC[C@@H]2CN(Cc3ccc(Cl)cc3)[C@H](c3ccc(-n4ccnc4)cc3)C[C@@H]21	-21	2	-10	3.3	/	0.0	-11	5	9	19	/
Cc1nc2c(n1O)CCC/C2=N\O	3	-20	6	5.7	-11	0.1	-20	2	15	16	0
Cc1cc2nc(NC(=O)C3(C)CCN3C(=O)C(C)C)[nH]c2cc1C (stereo not given)	8	-19	3	-0.2	/	0.1	-4	-14	-103	-33	/
CCOC(=O)CCCNC(=O)COC(=O)c1cccc(C)c1O	-10	-10	-1	-2.9	5	-0.2	-8	9	16	10	3
C=CCn1c(SCC(=O)N2CCOCC2)nc2scc(-c3ccco3)c2c1=O	5	8	4	1.3	-5	0.1	-3	-20	6	32	-2
Cc1ccc(-c2nn3c(C)nnc3c3ccccc23)cc1S(=O)(=O)NC(C)c1ccccc1 (stereo not given)	-86	24	-63*	-0.3	4	-0.7	58*	14	17	19	4
CCC(C)NC(=O)CN(C1CCCCC1)S(=O)(=O)c1ccc(F)cc1 (stereo not given)	4	4	-2	0.1	3	-0.1	2	0	6	10	-3
COCCn1c(=O)[nH]c2cc(C(=O)N3CCN(c4ccccc4OC)CC3)ccc2c1=O	-2	5	2	-1.6	16	-0.2	19	-12	16	3	-5
Cc1ccc(CNC(=O)Nc2ccc(C)cc2)cc1	-1	-75	10	-0.6	-11	0.2	-7	-28	-67	-117	0
CCOC(=O)CC(NC(=O)c1cc2cccc(OC)c2oc1=O)c1ccc(OC)cc1 (stereo not given)	6	-32	4	-0.2	-55	-0.1	-37	-27	-157	-172	0
COC(=O)c1cccc(NC(=S)NCc2ccc(F)cc2)c1	-7	13	6	-1.9	4	0.6	5	-2	-8	10	5
COc1ccccc1OCCn1c(=S)[nH]c2ccccc21	22	-16	-11	0.4	3	0.0	-14	-7	-35	17	/
CCN1C(=O)[C@H]2[C@@H](c3ccc(C)cc3)N3C(=O)N(c4ccccc4)C(=O)[C@@]3(C)[C@H]2C1=O	1	5	7	0.4	-2	-0.3	-4	-1	5	-15	2
N#C/C(=C\c1ccccc1)C(=O)Nc1nncs1	-20	-4	8	-0.1	0	0.0	-11	-25	1	-1	-1

Source: PubChem BioAssay
